# Compound activity from PubChem BioAssay.
# LDHA inh: inhibitors of human lactate dehydrogenase A | activity change, % (values are at about 110 or 230 µM) | purified LDHA, NADH/diaphorase-resazurin fluorescence; stronger effect = lower value | AID 1347041 | 480,000 compounds, 0.15% hits; in the data active = activity change below about -30%; inconclusive = mostly about -25% to -30%;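 note: plate controls were DMSO wells for no effect and wells without enzyme for full effect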
#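 Enzyme activity of human lactate dehydrogenase 5 (2 nM; 0.06 mM NADH, 0.2 mM pyruvate, 5 min, RT) is measured via a resazurin/diaphorase fluorescence readout of residual NADH.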
# APEX1 inh: inhibitors of human APE1 endonuclease | P27695 | recombinant APE1, TAMRA/BHQ-2 abasic DNA cleavage fluorescence | Potency, µM (doses to about 65.8 µM), inactives show top-dose activity change, negative = inhibition, actives largely listed as inhibitors | 350,000 compounds, 0.35% hits | AID 2517;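 note: potency is the fitted concentration of half-maximal effect; plate controls were vehicle for no effect and reference inhibitor for full effect; nearly all actives have a fitted effect of over 55% in size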
#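 Compound pre-exposure to 0.75 nM APE1, 15 min at ambient temperature. Reaction initiated with 50 nM TAMRA/BHQ-2 THF substrate, read immediately in kinetic mode, 525 nm excitation, 598 nm emission.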
# POLK inh: inhibitors of human DNA polymerase kappa. Q9UBT6. purified Pol kappa, fluorescent DNA synthesis assay, 10 min. Potency, µM (highest dose often 107 µM), for inactives: top-dose activity, negative = inhibition, usual class: inhibitors. 400,000 compounds, 0.53% hits; note: potency is the fitted concentration of half-maximal effect; % is set by controls: 0 for no effect and ±100 for the full control effect
#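 First, compounds were pin-transferred onto 10 nM Pol kappa. After 15 min at room temperature, substrate was added to 50 nM final. Fluorescence was then measured kinetically at 0 and 10 min.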
# BLM inh: Bloom syndrome helicase (human) inhibition; P54132; recombinant BLM DNA unwinding, fluorescence dequenching; Potency, µM (top dose mostly 56.1 µM), for the others: at the top dose activity change, negative = inhibition, most hits filed as inhibitors; 350,000 compounds, 0.2% hits; AID 2528;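 note: potency is the fitted concentration of half-maximal effect; plate controls were vehicle for no effect and no enzyme for full effect; nearly all actives have a fitted effect of over 35% in size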
# POLB inh: blocks human DNA polymerase beta activity. Potency, µM (titrated, usually from 114 µM), for inactives: at the highest dose activity change, negative = inhibition, actives largely listed as inhibitors. Pol beta primer extension/strand displacement, fluorescence kinetic. P06746. 340,000 compounds, 1.3% hits; note: potency is the fitted concentration of half-maximal effect; % is set by controls: 0 for no effect and ±100 for the full control effect
#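 Curves were derived by four-parameter Hill fits of normalized qHTS data. The kinetic fluorescent primer-extension read was taken at 0 and 10 min after 50 nM substrate, following a 15 min room-temperature preincubation of 10 nM enzyme with compounds.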
# Anesthetic bind: candidate novel general anesthetic via apoferritin binding; apoferritin/1-aminoanthracene competitive binding, fluorescence; 350,000 compounds, 0.074% hits; P02791; Potency, µM (doses to about 77.5 µM), for the others: at the highest dose activity change, negative = displacement, hits mostly inhibitors; AID 485281; note: potency is the fitted concentration of half-maximal effect; % is set by controls: 0 for no effect and ±100 for the full control effect; nearly all actives have a fitted effect of over 20% in size
#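 Horse-spleen apoferritin (10 uM) in 50% saturated 1-aminoanthracene in PBS was incubated 10 min at room temperature with compound. Fluorescence (ex 380, em 535 nm) was normalized to free and bound 1-AMA, with concentration-response fitted by a four-parameter Hill equation.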
# GRP78 ERSR act: inducers of ER stress response in human glioma cells; U87-MG GRP78 promoter luciferase reporter, 16 h; Potency, µM, without a hit: top-dose activation, hits mostly activators; 420,000 compounds, 0.02% hits; AID 602332; note: potency is the fitted concentration of half-maximal effect; series mostly up to about 76 µM; % of control where 0% means no effect; nearly all actives have a fitted effect of over 35% in size
#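 ERSR induction read as luciferase luminescence (Bright-Glo, 10 min at room temperature) in stably transfected human U87-MG glioma cells exposed to compounds for 16 h, using GRP78 as sensor.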
# Pol iota inh: DNA polymerase iota (human) inhibition; Q9UNA4; Pol iota fluorescent replication assay, 10 min; Potency, µM (series often up to 115 µM), inactives show top-dose activity, negative = inhibition, actives largely listed as inhibitors; 390,000 compounds, 1% hits; AID 588590; note: potency is the fitted concentration of half-maximal effect
# Target sequence (Q9UNA4 whole entry, looked up): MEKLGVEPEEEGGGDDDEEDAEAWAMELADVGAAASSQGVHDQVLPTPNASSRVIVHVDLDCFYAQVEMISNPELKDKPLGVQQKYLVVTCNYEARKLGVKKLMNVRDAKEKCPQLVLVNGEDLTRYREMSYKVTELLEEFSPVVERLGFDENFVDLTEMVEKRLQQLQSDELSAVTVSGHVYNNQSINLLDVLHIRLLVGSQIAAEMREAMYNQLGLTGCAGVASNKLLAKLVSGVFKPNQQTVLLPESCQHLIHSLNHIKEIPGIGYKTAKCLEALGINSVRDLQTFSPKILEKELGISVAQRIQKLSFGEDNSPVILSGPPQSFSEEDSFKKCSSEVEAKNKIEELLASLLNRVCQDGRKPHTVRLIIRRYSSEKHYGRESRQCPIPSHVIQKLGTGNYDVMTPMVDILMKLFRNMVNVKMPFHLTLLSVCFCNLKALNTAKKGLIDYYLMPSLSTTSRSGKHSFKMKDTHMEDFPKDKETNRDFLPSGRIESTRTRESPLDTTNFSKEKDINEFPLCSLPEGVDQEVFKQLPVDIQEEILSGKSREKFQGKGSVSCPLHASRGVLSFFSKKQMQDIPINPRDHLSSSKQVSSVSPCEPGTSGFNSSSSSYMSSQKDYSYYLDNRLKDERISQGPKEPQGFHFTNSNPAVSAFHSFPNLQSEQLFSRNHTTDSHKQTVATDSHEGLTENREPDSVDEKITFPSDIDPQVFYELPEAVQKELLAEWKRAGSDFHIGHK
#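 Pol iota at 10 nM preincubated 15 min with compounds at room temperature; reaction started with fluorescent substrate, 50 nM final. Fluorescence read kinetically at 0 and 10 min; buffer-only wells as negative control.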
# Pol eta inh: DNA polymerase eta (human) inhibition | recombinant Pol eta, fluorescent DNA replication assay | Potency, µM (highest dose often 114 µM), inactives show at the top dose activity change, negative = inhibition, usual class: inhibitors | 390,000 compounds, 1.2% hits | AID 588591; note: potency is the fitted concentration of half-maximal effect; % is set by controls: 0 for no effect and ±100 for the full control effect
#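 Pol eta at 10 nM preincubated with compounds 15 min at room temperature; reaction started with fluorescent substrate (50 nM final) and read kinetically at 0 and 10 min.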
# An asterisk follows results filed as active; ? = inconclusive; / = no result given; & = joins results of further samples; [ ] = remark or other dose. Unless noted, calls come from the whole dose curve; as a rule, active = well fitted curve in the direction sought with a large enough effect; inconclusive = small, poorly fitted or top-dose-only effect, or another doubt; inactive = no such curve, though single readings can be large; an effect the other way counts as inactive or inconclusive. Some of the compounds tested. The share of hits here may be higher or lower than overall.
SMILES,LDHA inh,APEX1 inh,POLK inh,BLM inh,POLB inh,Anesthetic bind,GRP78 ERSR act,Pol iota inh,Pol eta inh
CC(C)(C)NC(=O)C(OC(=O)Cn1nnc(-c2ccc(F)cc2)n1)c1ccncc1 (centres undefined),5,2%,-9%,0%,-7%,-5%,-1%,-24%,-4%
CC(NCc1ccc([N+](=O)[O-])cc1)C1COc2ccccc2O1 (centres undefined),-11,12%,4%,-5%,-1%,-12%,-1%,-10%,-14%
O=c1sc2ccccc2n1CCOc1ccccc1,-2,3%,-10%,-2%,1%,?,?,14%,-5%
CC(C)CCN1C(=O)c2ccc(C(=O)OCC(=O)N(CC(C)C)C3CCS(=O)(=O)C3)cc2C1=O (centres undefined),-7,-14%,1%,/,/,/,0%,-16%,-13%
CCOC(=O)Cc1cc(=O)n2[nH]c(C)c(-c3ccccc3)c2n1,3,-5%,?,-2%,?,-10%,?,?,5%
Cc1ccc(S(=O)(=O)/N=C2\C=C(NS(=O)(=O)c3ccccc3)C(=O)c3ccccc32)cc1,39,/,-13%,/,/,/,7%,?,?
CN(C)c1ccc(/C=C/c2ccnc3c(N)cccc23)cc1,6,/,-2%,/,/,/,-1%,26%,/
CCOc1ccccc1N1CC(c2nc3ccccc3n2CCCOc2ccc(OC)cc2)CC1=O (centres undefined),-4,/,-10%,1%,11%,-5%,-3%,-7%,-22%
CC(=O)Nc1ccc(S(=O)(=O)N2CCCC2C(=O)O)cc1 (centres undefined),1,31%,-5%,-2%,38%,-3%,-3%,5%,-12%
CCN1C(=O)c2ccc(C(=O)Nc3cccc(C(=O)O)c3)cc2C1=O,-5,27%,-18%,-3%,16%,2%,-8%,142%[activator],-8%
Cc1ccc2onc(CC(=O)Nc3cc(F)ccc3F)c2c1,-7,/,?,2%,25%,?,/,?,/
Cc1cc(=O)n2ncnc2n1COCCO,-5,?,-17%,0%,-24%,-3%,-3%,6%,-4%
CCS(=O)(=O)N1N=C(c2cccc(NS(C)(=O)=O)c2)CC1c1ccc(C)cc1 (centres undefined),-2,10%,-12%,-4%,26%,-15%,5%,31%[activator],-17%
COc1cccc(C(=O)OCCCN(C)C)c1,-1,-1%,-4%,0%,104%,5%,1%,3%,-5%
Cc1cc(NC(=O)c2cc(-c3ccccc3)on2)n(-c2ccccc2)n1,-2,12%,-4%,-8%,-13%,0%,-4%,-18%,2%
Cc1ccc(CNC(=O)C2CCN(C(=O)c3ccc(-n4ccc5ccccc54)s3)CC2)cc1,-4,/,-6%,-1%,1%,45%[activator],-3%,20%,-10%
O=C1NC(=Nc2ccccc2)S/C1=C/c1cccnc1,-5,-10%,-12%,-14%,1%,-8%,9%,122%[activator],-10%
Cc1cccc(CC(=O)N2CC(=O)Nc3ccc(F)cc3C2c2ccccc2)c1 (centres undefined),-4,/,-11%,-4%,-18%,-20%,-2%,12%,-24%
O=C(Oc1ccc2c(c1)OCO2)c1ccc(Br)c(S(=O)(=O)N2CCOCC2)c1,-7,5%,-20%,-7%,7%,0%,-4%,-2%,-1%
O=C(CC(c1ccccc1O)N1CCCCC1)N1CCCCC1 (centres undefined),0,-3%,-14%,-3%,91%,-15%,7%,12%,5%
NCC12CC3CC(CC(O)(C3)C1)C2,-7&-5,5%,3%[60.1 µM],1%,2%,-1%,-3%,31%[activator],9%
Cc1[nH]c(=O)[nH]c(=O)c1S(=O)(=O)Nc1ccc(F)c(Cl)c1,-3,0%,9%,-2%,-7%,0%,1%,8%,-14%
N#C/C(=N\Nc1ccc(F)cc1)C(=N)N1CCCCCC1,-1,9%,7%,-3%,-3%,-17%,-6%,31%[activator],-7%
O=C(NCc1ccccc1)c1nn(-c2ccccc2)nc1CO,2,/,4%,1%,-1%,-8%,-3%,20%,-14%
O=C(N/C(=C/c1ccccc1)C(=O)N1CCCCC1)c1ccc(Br)o1,-5,1%,-21%,4%,1%,-11%,-5%,-2%,-11%
O=C(CCNC(=O)C1CCN(S(=O)(=O)c2ccccc2)CC1)NC1CC1,-2,-2%,-13%,-1%,20%,-11%,1%,19%,-3%
Nc1nnc(SCC(=O)c2ccc3ccccc3c2)s1,-4,0%,-4%,1%,-3%,?,-1%,29%,9%
CCOc1ccc2[nH]c(=O)c(CN(CCOC)C(=O)N3CCOCC3)cc2c1,1,-1%,5%,2%,-7%,1%,1%,-9%,-9%
COc1ccc(S(=O)(=O)N2CCC(C(=O)N3CCc4ccccc4C3)CC2)cc1C,0,0%,-2%,-5%,4%,-13%,-5%,?,-4%
COC(=O)c1ccc(S(=O)(=O)NCc2cccc(OC)c2)n1C,-5,-6%,-3%,1%,18%,-13%,-4%,15%,?
COC(=O)CSc1nc2cc3c(cc2cc1C#N)OCO3,-3,6%,-5%,-1%,44%,-11%,4%,-1%,-7%
Cc1ccccc1NC(=O)CN1C(=S)NC(C)(C)CC1C (centres undefined),-3,1%,-4%,-1%,-1%,-13%,-4%,15%,-14%
O=C(OC1CCCCC1=O)c1cccc(S(=O)(=O)N2CCCCC2)c1 (centres undefined),-6,12%,0%,/,/,/,-5%,2%,?
CC(C)c1ccccc1-n1c(SCC(=O)N2CCN(c3ccccc3)CC2)nnc1-c1cccnc1,-5,14%,0%,-3%,22%,?,-3%,-6%,-12%
NC(=O)CN(Cc1ccccc1)S(=O)(=O)c1ccc2c(c1)OCCO2,-1,-10%,-8%,0%,18%,4%,-3%,27%,-8%
CC(C)C(=O)N=c1sc2cc(F)cc(F)c2n1C,-10,-8%,-2%,0%,52%[activator],-1%,-1%,-25%,-10%
Cc1[nH][nH]c(=O)c1N=Nc1ccc(Br)c(Cl)c1,2,/,-5%,/,/,/,10%,1%,-16%
COc1ccc(S(=O)(=O)NCCSc2nnnn2-c2ccccc2)cc1,1,/,10%,-1%,1%,-7%,-4%,11%,-11%
Cc1ccc2c(c1)CCCN2C(=O)CCc1nc2ccccc2c(=O)[nH]1,3,-14%,3%,/,/,/,-4%,14%,-4%
O=C(CCSc1nnc(-c2ccccc2)o1)N1CCOCC1,-6,0%,-7%,4%,26%,-7%,0%,4%,-9%
CCOC(=O)C1=C(C)NC(=O)NC1c1cccnc1 (centres undefined),-4,-7%,-2%,1%,7%,-3%,2%,15%,-19%
CCO[C@H]1OC(C(=O)N2CCN(Cc3ccccc3)CC2)=C[C@@H](c2ccccc2)[C@@H]1CCCO,-3,4%,-1%,-3%,3%,-5%,-3%,23%,-10%
CCCC1CCC(C(=O)n2nc(N)c3cc4ccc(OC)cc4nc32)CC1 (centres undefined),-3,3%,6%,0%,4%,-8%,-4%,-1%,-15%
O=C1/C(=C\c2ccc(O)cc2)SC(=S)N1c1cccnc1,-7,4%,-60%,?,?,-5%,-1%,?,?
CCOC(=O)c1c(N)n(-c2cccc(C)c2C)c2nc3ccccc3nc12,-9,/,-11%,-7%,36%,14%,-1%,-10%,-6%
Cc1ccc(-c2nc(CSCC(=O)NCCN3CCN(Cc4ccccc4)CC3)c(C)o2)cc1,0,-6%,-6%,3%,18%,-13%,-5%,26%,-21%
Cc1ccoc1C(=O)Nc1ccc(CC(=O)O)cc1,2,0%,2%,-2%,-16%,-6%,-13%,2%,-8%
